Source: PubChem BioAssay (several laboratories)
HDAC3 inh: HDAC3 deacetylase inhibitors, primary screen, biochemical, fluorescence, cell-free homogeneous; 320,000 tested, 0.15% active; inhibition, % at 8.3 µM; recombinant HDAC3, fluorogenic peptide/trypsin coupled; in the data active = inhibition above about 26%, passing the limit was not always enough; inconclusive = no clear call, values can overlap the other calls
TMEM16A act: TMEM16A chloride channel activators or potentiators, primary screen, cell-based, HTS; Anoctamin-1 (Mus musculus), Q8BHY3; HEK293 TMEM16A/YFP-H148Q/I152L, iodide quench fluorescence; active compounds read low; B-score at 10 µM; 340,000 tested, 0.3% active; AID 623877, 2012;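 active = fluorescence-ratio B-score plate-corrected deviation score at least 3 library SD below zero, with starting fluorescence score within 5 deviations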;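 also: channel opened by trigger with iodide after compound preincubation; score built on the fluorescence ratio of max minus min over baseline; more negative score means more quench and so TMEM16A activation or potentiation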
Target sequence (Q8BHY3 whole entry, looked up): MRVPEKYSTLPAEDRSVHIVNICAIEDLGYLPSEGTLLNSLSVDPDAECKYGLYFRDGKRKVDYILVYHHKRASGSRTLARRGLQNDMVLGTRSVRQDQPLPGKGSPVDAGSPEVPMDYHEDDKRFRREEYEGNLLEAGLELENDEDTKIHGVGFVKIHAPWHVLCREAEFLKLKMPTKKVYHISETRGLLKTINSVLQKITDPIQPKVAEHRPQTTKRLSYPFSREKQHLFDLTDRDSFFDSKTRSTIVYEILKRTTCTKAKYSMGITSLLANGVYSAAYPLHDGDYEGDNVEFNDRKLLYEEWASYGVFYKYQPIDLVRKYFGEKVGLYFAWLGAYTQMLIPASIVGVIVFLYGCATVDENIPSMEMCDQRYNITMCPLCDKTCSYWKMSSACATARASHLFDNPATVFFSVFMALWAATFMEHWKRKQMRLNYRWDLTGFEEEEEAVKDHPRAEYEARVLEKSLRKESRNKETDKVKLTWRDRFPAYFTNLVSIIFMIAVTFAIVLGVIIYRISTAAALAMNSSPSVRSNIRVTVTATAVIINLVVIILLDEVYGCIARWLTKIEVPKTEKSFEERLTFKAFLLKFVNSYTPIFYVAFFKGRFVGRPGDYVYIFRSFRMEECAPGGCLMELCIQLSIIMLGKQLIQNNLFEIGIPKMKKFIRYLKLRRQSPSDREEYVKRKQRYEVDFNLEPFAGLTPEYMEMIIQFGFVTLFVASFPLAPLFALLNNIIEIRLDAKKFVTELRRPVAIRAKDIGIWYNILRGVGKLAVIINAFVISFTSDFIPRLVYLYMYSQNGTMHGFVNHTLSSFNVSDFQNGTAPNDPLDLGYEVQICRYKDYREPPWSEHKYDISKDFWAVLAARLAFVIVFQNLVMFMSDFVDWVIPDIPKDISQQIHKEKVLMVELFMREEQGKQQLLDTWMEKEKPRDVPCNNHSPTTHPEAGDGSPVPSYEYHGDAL
Active calls of the source: *; i = inactive; u = inconclusive.

Structure,HDAC3 inh,TMEM16A act
CCOc1ccccc1-n1nnnc1SCC(=O)N1CCCC1=O,2,i
O=C1C(Cc2ccccc2)Nc2ncnc(N3CCc4ccccc4C3)c2N1Cc1ccccc1 (stereo unspecified),-1,i
CCN(C(=O)COC(=O)CCOc1ccccc1)c1c(N)n(Cc2ccccc2)c(=O)[nH]c1=O,-9,i
CC1CCCCC12NC(=O)N(CC(=O)NCCc1c[nH]c3ccccc13)C2=O (stereo unspecified),-2,i
O=C(C1CCN(S(=O)(=O)c2ccccc2)CC1)N1CCC1,-1,i
CC(=O)NC(c1cccs1)c1cc(Cl)c2ccccc2c1O (stereo unspecified),-17,i
CC(=O)N1CCN(C(=O)CNC(=O)c2cccs2)CC1,-4,i
O=C1NCCOC(=O)[C@H](Cc2ccc(F)cc2)CC/C=C/C[C@H]1CC(=O)N(CCO)Cc1ccccc1,3,i
Cc1noc(C)c1NC(=O)Nc1ccc2c(c1)C(=O)N([C@H](C)CO)C[C@H](C)[C@@H](CN(C)C(=O)NC1CCCCC1)O2,0,i
COc1cc(C(=O)NCC(=O)NNC(=O)C2COc3ccccc3O2)cc(OC)c1OC (stereo unspecified),-2,i
COc1ccc(S(=O)(=O)N(C)C[C@H]2Oc3ccc(NC(=O)Nc4ccc5c(c4)OCO5)cc3C(=O)N([C@H](C)CO)C[C@@H]2C)cc1,9,i
CC(OC(=O)c1ccc(O)cc1)C(=O)Nc1ccc(Oc2ccccc2)cc1 (stereo unspecified),8,i
COc1cc(OC)cc(-c2c(-c3cccs3)c3cc(-c4cccc5[nH]ccc45)ccc3n2C)c1,5,i
CCC1CCCCN1C(=O)COC(=O)CSc1ccc(C(N)=O)cc1[N+](=O)[O-] (stereo unspecified),0,i
COc1cc2cnc(-c3ccsc3)c(-c3ccc(F)cc3)c2cc1OC,-3,i
O=C(Cc1ccc(Br)cc1)OCC(=O)N1CCOCC1,1,i
CC(=O)c1ccc(NC(=O)CSc2nc3ccccc3c(=O)n2CCCN2CCOCC2)cc1,12,i
Cc1ccc2c(COC(=O)C3CC(=O)N(c4ccc5c(c4)OCCO5)C3)cc(=O)oc2c1 (stereo unspecified),2,i
CC(C)(C)OC(=O)C[C@H]1C/C=C\C[C@@H](CC(=O)N(CCO)Cc2ccccc2)C(=O)N[C@H](C(C)(C)C)COC1=O,-6,i
Cc1onc(-c2c(F)cccc2Cl)c1C(=O)Nc1cccc(S(=O)(=O)N2CCOCC2)c1,0,i
Cc1cc(C)c(NC(=O)c2ccc3c(c2)NC(=O)C(C)S3)c(C)c1 (stereo unspecified),4,i
CCN1CCN(C(=O)C(C)Sc2nnc3nc(C)cc(C)n23)CC1 (stereo unspecified),-7,i
COc1ncc(-c2ccc3c(c2)S(=O)(=O)c2cccc(C(=O)O)c2C3=O)cn1,4,i
CC(=O)c1ccc(NC(=O)C(C)Oc2ccc(N(C)S(=O)(=O)c3ccc(C)cc3)cc2)cc1 (stereo unspecified),7,i
O=C(COC(=O)c1ccc(S(=O)(=O)N2CCCC2)cc1)Nc1ccccc1,-1,i
CCOC(=O)c1ccccc1NC(=O)Cc1ccc(S(=O)(=O)N2CCCC2)s1,3,i
CC(=O)c1ccc(OCC(=O)OC(C)C(=O)NC2CCCCC2C)cc1 (stereo unspecified),1,i
Cc1ccc(C)c(OCC(=O)NNC(=O)C2CCC2)c1,3,i
CC(C)CN1C(=O)C(=O)N(CC(=O)N(C)CC(=O)Nc2ccc(F)cc2)C1=O,-2,i
Cc1ccc(S(=O)(=O)N2CCOCC2)cc1C(=O)Nc1ccccc1N1CCOCC1,-1,i
COc1cc(C)ccc1OCC(=O)NC1CCCCCC1,5,i
COc1ccc(NC(=O)COC(=O)CCSc2ccccc2)cc1,4,i
O=C(COC(=O)c1ccc(S(=O)(=O)C(F)F)cc1)Nc1ccccc1C(=O)NC1CC1,-2,i
COc1cc(C(=O)NCC2CCCO2)cc(Br)c1OCc1ccccc1 (stereo unspecified),1,i
COc1ccc(Cl)cc1NC(=O)CN(C)C(=O)C1CCN(C(=O)Nc2ccccc2)CC1,-3,i
CC[C@H](C)[C@H](NC(=O)c1ccc(Cl)cc1)C(=O)OCC(=O)c1c(N)n(C)c(=O)n(C)c1=O,10,i

6 records picked at random from those above, as already listed:
Structure,HDAC3 inh,TMEM16A act
Cc1ccc(S(=O)(=O)N2CCOCC2)cc1C(=O)Nc1ccccc1N1CCOCC1,-1,i
Cc1ccc(C)c(OCC(=O)NNC(=O)C2CCC2)c1,3,i
O=C(COC(=O)c1ccc(S(=O)(=O)C(F)F)cc1)Nc1ccccc1C(=O)NC1CC1,-2,i
O=C(COC(=O)c1ccc(S(=O)(=O)N2CCCC2)cc1)Nc1ccccc1,-1,i
CC(C)CN1C(=O)C(=O)N(CC(=O)N(C)CC(=O)Nc2ccc(F)cc2)C1=O,-2,i
COc1cc(C)ccc1OCC(=O)NC1CCCCCC1,5,i

Continuation:
Structure,HDAC3 inh,TMEM16A act
CCCSc1nnc(NC(=O)CSc2nc3[nH]c(=O)cc(O)c3s2)s1,3,i
COc1cc(OC)cc(-c2sc3ccc(OC)cc3c2-c2ccc3cc[nH]c3c2)c1,3,i
COc1ccccc1/C=C/C(=O)OCC(=O)Nc1ccc2c(c1)OCO2,-2,i
COc1ccc(OCC(=O)Nc2ccc3c(c2)CCC3)cc1,-3,i
Cc1ccc2c(c1)C(=O)C(=O)N2c1ccc(Cl)cc1,1,i
CC(=O)c1cccc(S(=O)(=O)N2CCC(C(=O)OC3CCOC3=O)CC2)c1 (stereo unspecified),-1,i
COC(=O)c1c(C)[nH]c(C(=O)C(C)OC(=O)C2CC(=O)N(c3ccc(C)cc3)C2)c1C (stereo unspecified),7,i
O=C(COC(=O)c1cc(S(=O)(=O)N2CCOCC2)ccc1F)NCCc1ccc(F)cc1,0,i
O=C(OCC(=O)N1CCN(c2ccccc2)CC1)c1ccncc1,-1,i
Cn1c(CCC(=O)O)nc2cc(S(=O)(=O)N3CCCC3)ccc21,-2,i
COc1ccc(NS(=O)(=O)c2cccc(C(=O)NN=Cc3ccc(O)c(OC)c3)c2)cc1,0,i
Cc1cc(C)nc(NS(=O)(=O)c2ccc(NC(=O)COc3ccccc3F)cc2)n1,5,i

(more compounds)
Order of values: HDAC3 inh	TMEM16A act
- C#CCOCCOCCOCCNc1nc(N2CCN(C(=O)[C@H](CCCN=C(N)N)n3cc(C(N)[C@H](C)CC)nn3)CC2)nc(N2CCN(C(=O)[C@H](CCCN=C(N)N)n3cc(C(N)[C@@H](C)CC)nn3)CC2)n1 (stereo partly specified)
→ 4	i
- COc1ccc(CN2CCN(C(=O)C3CCN(C(=O)Nc4ccccc4)CC3)CC2)cc1OC
→ 0	i
- Cc1noc(C)c1NC(=O)N(C)C[C@H]1Oc2c(NC(=O)c3ccncc3)cccc2C(=O)N([C@H](C)CO)C[C@@H]1C
→ 2	i
- Cc1cc(C(=O)Nc2ccc(C)c(S(=O)(=O)N3CCOCC3)c2)c2ccccc2n1
→ -2	i
- NC(=O)C1CCN(C(=O)c2ccc(NS(=O)(=O)c3ccc(F)c(F)c3)cc2)CC1
→ -8	i
- Cc1ccc(C(=O)NCN2CCN(c3ccc(F)cc3)CC2)cc1
→ 21	i
- CN(C)S(=O)(=O)c1ccc(C(=O)NC(=O)CSc2nnnn2C)cc1
→ -9	i
- COc1ccc([C@H]2CC(=O)C=C(c3cccc4c3Oc3ccccc3S4)C2)cc1OC
→ -2	i
- Cc1csc(=O)n1CC(=O)OCC(=O)NC(C)c1ccc(F)cc1 (stereo unspecified)
→ -2	i
- COc1ccc(S(=O)(=O)Nc2cccc3c2O[C@H](CN(C)Cc2ccc(Oc4ccccc4)cc2)[C@@H](C)CN([C@H](C)CO)C3=O)cc1
→ 1	i
- COc1ccc2nc(SC(C)C(=O)NC3(C#N)CCCCC3)[nH]c2c1 (stereo unspecified)
→ 3	i
- CCN(Cc1nc2ccccc2c(=O)[nH]1)C(=O)c1cccc(S(=O)(=O)N2CCc3ccccc32)c1
→ 0	i
- COc1ccccc1NS(=O)(=O)c1cc(NC(=O)COc2ccccc2)ccc1N1CCOCC1
→ -5	i
- NC(=O)NC(CC(=O)NNC(=O)c1cccs1)c1ccc(Cl)cc1 (stereo unspecified)
→ 2	i
- CCCCn1c(N)c(N(CCOC)C(=O)CCC2CCCCC2)c(=O)[nH]c1=O
→ 3	i
- O=C(COC(=O)c1cc(Cl)nc(Cl)c1)NC1CCCCCC1
→ 5	i
- CCOC(=O)c1sc2nc(C)nc(SC(C)C(=O)N(C)c3ccccc3)c2c1C (stereo unspecified)
→ 10	i
- COc1ccc(S(=O)(=O)N2CCCCC2)cc1NS(=O)(=O)c1ccccc1
→ -7	i
- C=C[C@@H]1c2ccccc2N(S(=O)(=O)c2ccc(C)cc2)[C@H](c2ccc(OC(C)=O)cc2)C1(C#N)C#N
→ -7	i
- CC1(NC(=O)CC(c2ccccc2)(c2ccccc2)c2ccccc2)CCN(Cc2ccc(-c3ccccc3)cc2)C1=O (stereo unspecified)
→ u	i
- O=S(=O)(c1cccc(Cn2nnc(-c3ccccc3)n2)c1)N1CCOCC1
→ 5	i
- Cc1cc(Cl)c(C)c(S(=O)(=O)N2CCN(CC(=O)N3CCOCC3)CC2)c1Cl
→ -5	i
- COc1cc(C(=O)COC(=O)c2c(C)noc2C)cc(OC)c1OC
→ 1	i
- COc1ccc([C@H]2CC(=O)C=C(c3cc(C=O)ccc3OC)C2)cc1OC
→ -4	i
- COc1ccc(S(=O)(=O)Nc2ccc3c(c2)C(=O)N([C@H](C)CO)C[C@@H](C)[C@@H](CN(C)S(=O)(=O)c2ccc(Cl)cc2)O3)cc1
→ 11	i
- COC(=O)c1ccn(CSc2c(F)c(F)cc(F)c2F)n1
→ -3	i
- CC(C)(C)c1ccc(C(=O)O[C@H]2[C@H](Cc3ccccc3)NS(=O)(=O)[C@H]3C[C@@H]4C=C[C@]23O4)cc1
→ 0	i
- O=C(COC(=O)c1cccnc1Cl)NCCCc1ccccc1
→ -5	i
- COc1ccccc1NC(=O)C1CCN(S(=O)(=O)c2cccs2)CC1
→ -2	i
- Cc1ccc(NS(=O)(=O)c2ccc(C(=O)Nc3nncs3)cc2)cc1
→ -7	i
- Cc1ccc(F)cc1NC(=O)COC(=O)c1ccc2ncsc2c1
→ -6	i
- COc1cc(Cl)c(C)cc1NC(=O)c1ccccc1-n1cnnn1
→ 6	i
- COc1cc2cc(CCCOC(=O)c3ccc(F)cc3)oc(=O)c2cc1OC
→ -5	i
- CN(CC(=O)Nc1ccc(F)cc1)C(=O)CSc1ccc2c(c1)OCCO2
→ 0	i
- CCOC(=O)c1c(C)[nH]c(C(=O)CN(C)CC(=O)Nc2ccccc2C(F)(F)F)c1C
→ 3	i
- COc1ccc(C(=O)OCc2ccc(C)cc2)cc1S(=O)(=O)N1CCOCC1
→ -1	i
- O=C(OCC(=O)N1CCc2ccccc21)c1ccc(Br)o1
→ -4	i
- Cc1ccc2nc(COC(=O)c3cnccn3)cc(=O)n2c1
→ -6	i
- Cc1cc(C)n(-c2ccc(C(=O)OCC(=O)Nc3ccccc3F)cc2)n1
→ 2	i
- C[C@H](CO)N1C[C@H](C)[C@@H](CN(C)C(=O)Nc2ccc(C(F)(F)F)cc2)Oc2ccc(NC(=O)c3ccncc3)cc2C1=O
→ 0	i
- O=C(Nc1cc2c(cc1Br)OCCO2)c1ccc(=O)[nH]c1
→ u	i
- O=C(Cn1cnc2c(OCc3ccccc3)ncnc21)NCc1nc2ccccc2[nH]1
→ 1	i
- CCOc1cccc(C=NNc2ccc(S(=O)(=O)Nc3ccccc3C(=O)O)cc2[N+](=O)[O-])c1O
→ 10	i
- COc1ccc(C(CNC(=O)c2ccc(Cl)c(S(=O)(=O)N3CCCC3)c2)N2CCCC2)cc1 (stereo unspecified)
→ 5	i
- NC(=O)COc1ccc(C(=O)NCC2(N3CCOCC3)CCCCC2)cc1
→ 1	i
- COc1ccc(-c2nc3cnccn3c2NC2CCCCC2)cc1-c1cccc(Cl)c1
→ -4	i
- CCN(C(=O)COc1ccccc1C(=O)NCc1ccccc1)C1CCS(=O)(=O)C1 (stereo unspecified)
→ -2	i
- O=C(CN1C(=O)NC2(CCCCC2)C1=O)Nc1cccc2ncccc12
→ 4	i
- Cc1ccc(S(=O)(=O)N(C)CC(=O)NNC(=O)CCNS(=O)(=O)c2cccc(C)c2)cc1
→ -6	i
- Oc1cc(NCc2ccc(F)cc2)cc2cccnc12
→ -1	i

Full records as entered above. Screens in order: HDAC3 inh, TMEM16A act
Shown for C#CCOCCOCCOCCNc1nc(N2CCN(C(=O)[C@H](CCCN=C(N)N)n3cc(C(N)[C@H](C)CC)nn3)CC2)nc(N2CCN(C(=O)[C@H](CCCN=C(N)N)n3cc(C(N)[C@@H](C)CC)nn3)CC2)n1 (stereo partly specified) = 4, i
Shown for O=C(C1CCN(S(=O)(=O)c2ccccc2)CC1)N1CCC1 = -1, i
Shown for COc1cc(OC)cc(-c2c(-c3cccs3)c3cc(-c4cccc5[nH]ccc45)ccc3n2C)c1 = 5, i

Among those listed so far, these have a cyano group:
Order of values: HDAC3 inh	TMEM16A act
- COc1ccc2nc(SC(C)C(=O)NC3(C#N)CCCCC3)[nH]c2c1 (stereo unspecified)
→ 3	i
- C=C[C@@H]1c2ccccc2N(S(=O)(=O)c2ccc(C)cc2)[C@H](c2ccc(OC(C)=O)cc2)C1(C#N)C#N
→ -7	i

Going on with the list.
Order of values: HDAC3 inh	TMEM16A act
- COc1cccc(NC(=O)CN(C)C(C)C(=O)N2CCCC2)c1 (stereo unspecified)
→ 0	i
- CC(C)[C@H](NC(=O)c1ccc(Cl)cc1Cl)C(=O)NNC(=O)c1ccco1
→ -6	i
- C=CC(C)(C)O[C@@H]1O[C@H](CO)[C@@H](O)[C@H](O)[C@H]1O
→ -3	i
- CC(C)=CCC[C@](C)(O)C1CC[C@]2(C)C1C(O)CC1[C@@]3(C)CCC(O)C(C)(C)C3C(O[C@@H]3OC(CO)C(O)C(O)C3O[C@@H]3OC(C)C(O)C(O)C3O)C[C@]12C (stereo partly specified)
→ 6	i

The list is partial (hit frequency here may not be typical).
